NR3A LBD binder = modulators (binders) of human NR3A ligand-binding domain; NR3A LBD differential scanning fluorimetry, Tm shift; 0% = protein alone, 100% = glycine-bound protein; Tm shift relative to glycine control, % at 25 µM; hit rate 2.5% among 340,000; AID 1259313;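 active = melting temperature shift of at least 10% of the positive control shift, at one fixed dose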
Mdm2-MdmX inh = disrupts the human Mdm2-MdmX interaction; SaOS-2 split-luciferase Mdm2/MdmX complementation, luminescence; inhibition, % at 8 µM; O15151+Q00987; hit rate 3% among 330,000;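 active = inhibition of at least 50% at 8 µM in the primary screen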
Target sequence (O15151 whole entry, looked up): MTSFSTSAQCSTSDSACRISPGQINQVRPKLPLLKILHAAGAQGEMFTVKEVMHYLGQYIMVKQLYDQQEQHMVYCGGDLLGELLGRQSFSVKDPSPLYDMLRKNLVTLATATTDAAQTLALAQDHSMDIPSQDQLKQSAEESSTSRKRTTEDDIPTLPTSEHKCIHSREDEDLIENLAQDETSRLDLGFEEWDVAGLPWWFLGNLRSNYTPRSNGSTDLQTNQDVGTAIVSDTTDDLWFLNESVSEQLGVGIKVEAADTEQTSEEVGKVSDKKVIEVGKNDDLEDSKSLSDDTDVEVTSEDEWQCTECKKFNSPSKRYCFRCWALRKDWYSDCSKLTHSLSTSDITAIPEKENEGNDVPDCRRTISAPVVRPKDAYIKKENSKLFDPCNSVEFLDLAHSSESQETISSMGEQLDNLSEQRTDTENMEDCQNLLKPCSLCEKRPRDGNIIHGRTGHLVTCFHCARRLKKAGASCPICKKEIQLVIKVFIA
Target sequence (Q00987 whole entry, looked up): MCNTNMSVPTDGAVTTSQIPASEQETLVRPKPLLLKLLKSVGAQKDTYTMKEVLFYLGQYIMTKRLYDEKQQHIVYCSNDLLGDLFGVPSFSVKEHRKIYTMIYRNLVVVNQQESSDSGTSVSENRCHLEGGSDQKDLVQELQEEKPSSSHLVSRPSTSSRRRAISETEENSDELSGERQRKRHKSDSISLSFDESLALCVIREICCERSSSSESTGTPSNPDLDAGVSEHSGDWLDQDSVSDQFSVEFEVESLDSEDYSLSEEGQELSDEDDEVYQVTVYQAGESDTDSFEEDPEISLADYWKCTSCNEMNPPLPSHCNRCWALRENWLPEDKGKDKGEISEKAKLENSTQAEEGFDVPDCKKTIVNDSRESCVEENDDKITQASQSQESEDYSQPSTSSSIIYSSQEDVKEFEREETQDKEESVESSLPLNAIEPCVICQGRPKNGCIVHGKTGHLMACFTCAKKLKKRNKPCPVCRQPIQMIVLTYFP
tim10-1 inh = inhibits growth of tim10-1 mutant yeast; S. cerevisiae tim10-1 ts strain growth, BacTiter-Glo, 24 h; inhibition, % at 20 µM; hit rate 2.2% among 330,000;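 active = inhibition of at least 40%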;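 also: mutant grown at 25 °C; 0% = DMSO wells with yeast and 100% = wells holding no yeast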
UPR XBP1 act = adaptive UPR (XBP1) activation; CHO-XBP1 luciferase reporter, IRE1-XBP1 UPR activation, luminescence; percent of tunicamycin response, DMSO as zero; activation, % at 20 µM; hit rate 0.33% among 330,000; AID 463104;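 active = versus positive control, 20 µM dose yields 30% or more activation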;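 also: 100% = tunicamycin at 10 µg/mL and 0% = DMSO only wells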
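Signal: luciferase luminescence; Assay system: CHO-XBP1 luciferase reporter cells; Amount: one thousand reporter cells per well; Dosing: 20 µM single concentration, DMSO 1%; Benchmarks: high control tunicamycin 10 µg/mL final, low control DMSO vehicle only; Schedule: 6 h compound exposure at 37 °C, 5% CO2; Evaluation: percent activation relative to tunicamycin reference.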
NALP3 yeast inh = inhibitors of NALP3 inflammasome in yeast; Yeast reconstituted NLRP3/ASC/caspase-1, beta-gal luminescence, 24 h; inhibition, % at 10 µM; hit rate 0.39% among 330,000;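 active = inhibition of 50% or more; inactive = inhibition below 50%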;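 also: plate controls were induced DMSO wells for no effect and uninduced yeast grown without galactose for full effect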
tim23-1 inh = tim23-1 yeast growth inhibition. S. cerevisiae tim23-1 growth, BacTiter-Glo luminescence, 24 h. hit rate 1.3% among 330,000. AID 463212. inhibition, % at 20 µM;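 active = growth inhibition of the mutant yeast at or above 50%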;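 also: temperature-sensitive mutant grown at 25 °C; plate controls were DMSO-treated mutant yeast for no effect and medium wells lacking yeast for full effect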
TIM10 inh = TIM10 yeast growth inhibition; S. cerevisiae TIM10 strain growth, BacTiter-Glo luminescence, 24 h; inhibition, % at 10 µM; hit rate 1.4% among 330,000; AID 463195;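 active = inhibition of 40% or more at the single tested concentration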;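 also: wild-type TIM10 isogenic control strain grown at permissive 25 °C; 0% = DMSO yeast wells and 100% = minimal medium wells without yeast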
APJ agonist = APJ receptor agonism; CHO-K1 APJ PathHunter beta-arrestin, luminescence; 0% DMSO wells, 100% apelin; P35414; activation, % at 20 µM; hit rate 0.11% among 330,000;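 active = activation more than six SD over the plate average, tested at 20 µM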;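 also: 0% = DMSO alone and 100% = apelin-13 at 10 nM; some results filed as inactive read as strong as hits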
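Test system – PathHunter CHO-K1 APJ (AGTRL-1) beta-arrestin reporter cells · Input – 1000 cells/well · Compound – single test compound dose, 20 µM final, 1% DMSO · Times – compound stimulation 90 min at 25 °C, detection 60 min · Technique – beta-gal luminescence · Read-out basis – APJ–arrestin association signal · Control set – negative DMSO alone, positive Apelin-13 at 10 nM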
UPR CHOP act = activators of apoptotic arm of unfolded protein response (CHOP); CHO-CHOP luciferase reporter, UPR activation, luminescence; percent of tunicamycin response over DMSO baseline; hit rate 0.34% among 330,000; AID 449763; activation, % at 10 µM;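 active = at 10 µM dose, activation of 40% or more, normalized to positive control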;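 also: 100% = tunicamycin at 10 µg/mL and 0% = DMSO alone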
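System: CHO-CHOP luciferase reporter cell line | Buffer or medium: F12 medium containing 10% fetal bovine serum | Doses: One dose, 10 µM in 0.5% DMSO | Times: 6 h compound exposure at 37 °C after overnight seeding | Signal: Luciferase luminescence | Read-out: % activation vs tunicamycin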
* = called active by the depositor.

SMILES | NR3A LBD binder | Mdm2-MdmX inh | tim10-1 inh | UPR XBP1 act | NALP3 yeast inh | tim23-1 inh | TIM10 inh | APJ agonist | UPR CHOP act
Cc1cccc(OCC(=O)NC2CCCC2)c1 | 0 | 2 | -16 | 1 | 3 | -6 | -12 | -2 | 5.8
O=C(COc1ccc(Br)cc1)NCCCNC(=O)c1cccnc1 | -2 | 27 | 6 | -1 | 5 | 2 | 3 | 4 | 4.2
O=C1C2CC=C(Cl)CC2C(=O)N1c1ncn[nH]1 (stereo unspecified) | 0 | 26 | 5 | -1 | 0 | 6 | 2 | -4 | -1.0
CCOC(=O)C1=NN(C(=O)c2ccc(C)cc2)C(O)(c2ccc(Cl)cc2)C1 (stereo unspecified) | -13 | 5 | 29 | 0 | -13 | 20 | 14 | -1 | 0.8
O=C(Nc1cccnc1Cl)C1CCCN(c2ncnc3c2nc2n3CCCCC2)C1 (stereo unspecified) | 0 | 33 | 14 | -4 | 20 | 14 | 4 | -1 | -0.4
C=CCNC(=S)NNC(=O)c1cc(Cl)ccc1OC | 0 | -4 | 22 | -1 | 4 | 17 | 9 | -3 | -1.7
CCC(C)N(C)C1CCN(C(=S)Nc2ccc(OC)cc2)CC1 (stereo unspecified) | -2 | 2 | 2 | -3 | 4 | 9 | -1 | -2 | -3.4
CCOc1ccccc1C1CC(c2ccccc2)Nc2nc(N)nn21 (stereo unspecified) | -3 | -8 | 8 | -2 | 18 | -3 | 1 | -6 | -2.4
O=c1oc2cc([N+](=O)[O-])ccc2nc1/C=C(\O)c1cccc(Br)c1 | 1 | 26 | -21 | 2 | 19 | -5 | -14 | 0 | 0.9
CCC1CCCCN1C(=O)Nc1cc(Cl)ccc1OC (stereo unspecified) | 1 | -6 | 32 | 1 | 34 | 20 | 27 | -3 | 1.5
COc1cc(OC)c(N(C)S(=O)(=O)c2cccc(C(=O)NC(C)C3CC4CCC3C4)c2)cc1Cl (stereo unspecified) | -4 | -15 | -7 | -2 | -5 | -16 | -10 | -5 | 0.5
O=C(NCc1ccncc1)C1CCCN1S(=O)(=O)c1ccc(Cl)cc1 (stereo unspecified) | 0 | 7 | 9 | -1 | 9 | 8 | 10 | 1 | 0.8
CCc1nnc(NC(=O)c2cccc(S(=O)(=O)N3CCCCC3)c2)s1 | 9 | 0 | 8 | -3 | -7 | 5 | -10 | -5 | 1.5
COc1ccc(OCCNS(=O)(=O)c2ccccc2)cc1 | 8 | 2 | 22 | -2 | 21 | 26 | 17 | 3 | -0.5
CC(=O)/C(=N/Nc1ccc(C)cc1)Sc1nnc(CCc2ccccc2)n1-c1ccccc1 | 3 | 28 | 38 | -4 | 18 | 17 | 35 | -8 | -1.5
O=C(O)C1=C[C@H](c2ccccc2)C[C@H](OCc2ccc(CO)cc2)O1 | 0 | 5 | 2 | -3 | 16 | -8 | 3 | 5 | 0.6
Cc1cccc(NC(=O)CN(C)C(C)C(=O)Nc2ccc(S(=O)(=O)N3CCCC3)cc2)c1C (stereo unspecified) | 0 | 5 | 0 | -4 | 16 | -1 | -3 | -5 | 2.1
O=c1c2ccccc2nnn1COc1cccc(Cl)c1 | -2 | 9 | 10 | 10 | 24 | 2 | 6 | -4 | 4.7
O=C(NCCc1ccc(Cl)cc1)c1cnccn1 | 0 | -26 | 16 | 3 | 5 | -1 | -12 | -6 | -0.2
CCOC(=O)C1CCCN(CC(=O)Nc2nccs2)C1 (stereo unspecified) | 4 | 14 | 0 | -3 | 10 | 4 | 5 | -4 | 1.3
COCCNCC(=O)Nc1ccccc1Sc1ccccc1 | -1 | -7 | 17 | 0 | -20 | 5 | 19 | -1 | -1.7
CCCCNC(=O)C(=O)N/N=C/c1ccc(OCc2ccccc2)cc1 | 0 | -11 | -8 | -2 | 12 | -2 | 4 | -2 | -0.3
COc1ccc(C2Nc3ccccc3C(=O)N2c2ccc(C)cc2)cc1Cn1nnc2ccccc21 (stereo unspecified) | -2 | -20 | 15 | 0 | 23 | 19 | 17 | -2 | -0.2
COc1ccccc1-n1c(SCC(=O)N(C)C2CCS(=O)(=O)C2)nc2ccccc2c1=O (stereo unspecified) | -1 | -1 | 13 | -1 | -5 | 0 | 7 | -2 | 0.3
CCOC(=O)c1cnc(-n2nc(C)cc2C)[nH]c1=O | 0 | -11 | 16 | 0 | 2 | 10 | 5 | -2 | 2.1
CSc1ccc(CNC(=O)Cn2nc(C)c3c(C)n(-c4ccc(C)cc4)nc3c2=O)cc1 | 0 | 49 | -3 | 0 | 7 | 4 | -6 | -2 | 0.5
C=CC(C)N1C(=O)S/C(=C\c2ccc(N3CCOCC3)cc2C)C1=O (stereo unspecified) | -1 | -51 | 26 | -1 | 24 | 24 | 13 | -4 | 3.8
O=C(Nc1ccc(C(=O)N2CCOCC2)cc1)c1ccc([N+](=O)[O-])cc1 | -2 | 2 | -3 | 1 | 8 | 10 | 13 | 0 | -0.7
Cc1oc(-c2ccc(Cl)cc2)nc1CN1CCC(C(=O)NCCCN2CCCC(C)C2)CC1 (stereo unspecified) | 0 | 100* | -17 | 0 | 12 | -24 | -3 | 1 | 2.9
Oc1[nH]c2ccccc2c1C=NCC1CCCO1 (stereo unspecified) | 0 | 7 | 9 | 0 | 15 | 2 | -4 | -4 | -1.5
CCN(C(=O)CSc1nnnn1C)c1c(N)n(Cc2ccccc2)c(=O)[nH]c1=O | -1 | 7 | -2 | 0 | 4 | -2 | -20 | 0 | -2.2
Cn1c(CC(=O)NNC(=O)c2ccc(Cl)nc2)nc2ccccc21 | 0 | 8 | 9 | -2 | 7 | 11 | -4 | -1 | 1.9
COc1cccc(NC(=O)N2CCC(C(N)=O)(N3CCCCC3)CC2)c1 | -1 | 5 | 0 | -7 | -7 | 1 | 8 | -2 | 0.2
CN(CC(=O)NC1CCCCCC1)S(=O)(=O)c1ccc(F)cc1 | 4 | -10 | -1 | -1 | 1 | 11 | 4 | -7 | 0.1
COc1ccccc1C(=O)NCC(=O)N/N=C/c1cn[nH]c1-c1ccccc1 | 3 | 7 | 8 | -4 | 9 | 19 | 0 | -3 | 0.8
COc1cc(NC(=O)C2CCN(S(=O)(=O)c3cccc4nonc34)CC2)cc(OC)c1 | -11 | 20 | 10 | -2 | 10 | 9 | -3 | 2 | -0.9
Cc1nn(CC(=O)Nc2ccc3c(c2)OCO3)c(C)c1[N+](=O)[O-] | 0 | 8 | -13 | 6 | 4 | 8 | 0 | -3 | 0.2
Cc1ccc(/C=C/C(=O)NCCc2cccc(Cl)c2)o1 | 4 | -20 | 7 | -3 | 17 | 45 | 10 | -3 | 2.2
CC(C)(C)C(=O)NC(=S)N1CCCC1 | -1 | 22 | 10 | -2 | 7 | 15 | -2 | 4 | 4.7
Cc1ccc([N+](=O)[O-])cc1S(=O)(=O)Nc1ccc(C(=O)N2CCN(C(=O)c3ccco3)CC2)cc1 | 2 | 20 | -7 | -2 | 15 | -7 | -3 | -2 | 1.7
NS(=O)(=O)c1ccc(NC(=O)COC(=O)C2CCCCC2)cc1 | 0 | -22 | 11 | 5 | 7 | 10 | 2 | 3 | 3.2
O=C(CCN1C(=O)/C(=C/c2ccccc2F)SC1=S)NCCCN1CCOCC1 | -2 | -14 | 8 | -3 | 17 | 7 | -13 | -1 | 0.3
CCOC(=O)c1[nH]c2c(c1-c1ccc(OC)cc1)C(=O)CC(c1ccc(OC)c(OC)c1)C2 (stereo unspecified) | -4 | 9 | 0 | -3 | 6 | -7 | 6 | -4 | -1.3
O=c1[nH]c(CSc2nnc3ccccn23)nc2ccccc12 | -1 | 9 | 7 | 0 | 7 | 10 | -7 | -3 | -0.8
Cn1c(SCc2ccccc2)nnc1-c1ccc(O)cc1 | -3 | 7 | 7 | 0 | 18 | -1 | 5 | -3 | 7.0
CCO[C@@H]1OC(C(=O)N2CCN(C)CC2)=C[C@H](C(C)(C)C)[C@H]1CCCO | 2 | 10 | 7 | 5 | -2 | 11 | 8 | -5 | -0.3
COc1ccc(C2C(C(=O)N3CCCCC3)c3ccccc3C(=O)N2C)cc1 (stereo unspecified) | 1 | 24 | 16 | -2 | 2 | 20 | 10 | -1 | -2.8
O=C(NCCCn1ccnc1)c1cc(-c2ccc(Cl)cc2)nc2ccccc12 | -2 | -3 | 14 | 2 | 14 | 14 | 4 | 0 | -2.2
CC(=O)NC(C(=O)NCC(N)=O)C(C)C (stereo unspecified) | 1 | 26 | 7 | -1 | 0 | -2 | 7 | 1 | -0.2
O=C(OC1CCN(c2ccc([N+](=O)[O-])cc2)CC1)c1ccccc1 | 4 | -7 | 7 | 4 | -10 | 10 | 20 | -2 | 0.4
COc1ccc(C(=O)Nc2ccnn2C2CCN(C(=O)c3cnsn3)CC2)cc1 | -1 | 4 | -11 | 2 | 13 | 2 | 5 | 2 | 3.4
NC(=O)NOCc1ccc(Cl)cc1Cl | -1 | -6 | -6 | 1 | 4 | 2 | -5 | -2 | -1.7
C/C(=N\NS(=O)(=O)c1ccc(Br)cc1)c1cccs1 | -6 | -14 | 29 | 0 | 9 | 31 | 21 | -1 | -0.7
N#CC1=C(N)N2C(=C(C#N)C13CCCC3)Nc1ccccc12 | 1 | 6 | -1 | -4 | 9 | 6 | 6 | 0 | -0.4
CC(=O)N1CCc2c(sc(NC(=O)Cc3ccc(F)cc3)c2C(N)=O)C1 | 0 | -8 | -3 | 0 | 11 | -12 | 0 | -2 | 0.6
O=[N+]([O-])c1ccc(NC(=S)N2CCN(S(=O)(=O)c3ccccc3)CC2)cc1 | -2 | 25 | 18 | -2 | 31 | 2 | -9 | 1 | 0.0
O=c1cc(O)nc2n1CCCS2 | 0 | -7 | 7 | -1 | 6 | 2 | 11 | -4 | 0.5
O=C1c2ccccc2S(=O)(=O)N1CC(O)COc1ccc(Br)cc1 (stereo unspecified) | -2 | 13 | 26 | -2 | 22 | 22 | 4 | -2 | 5.0
O=C(Nc1ccc(OC(F)(F)C(F)F)c(NC(=O)c2cccc(F)c2)c1)c1cccc(F)c1 | 3 | -7 | 5 | 0 | 26 | -18 | -17 | -1 | 3.1
CCc1ccccc1NC(=S)N1CCCCCC1 | 1 | 1 | 16 | -2 | 4 | 5 | 6 | -3 | 0.3

Four compounds out of the list, sorted by formula weight, descending:
SMILES | NR3A LBD binder | Mdm2-MdmX inh | tim10-1 inh | UPR XBP1 act | NALP3 yeast inh | tim23-1 inh | TIM10 inh | APJ agonist | UPR CHOP act
O=C(NCCCn1ccnc1)c1cc(-c2ccc(Cl)cc2)nc2ccccc12 | -2 | -3 | 14 | 2 | 14 | 14 | 4 | 0 | -2.2
CC(=O)N1CCc2c(sc(NC(=O)Cc3ccc(F)cc3)c2C(N)=O)C1 | 0 | -8 | -3 | 0 | 11 | -12 | 0 | -2 | 0.6
CN(CC(=O)NC1CCCCCC1)S(=O)(=O)c1ccc(F)cc1 | 4 | -10 | -1 | -1 | 1 | 11 | 4 | -7 | 0.1
Cn1c(SCc2ccccc2)nnc1-c1ccc(O)cc1 | -3 | 7 | 7 | 0 | 18 | -1 | 5 | -3 | 7.0
